From PubChem
Calpain2 inh: calpain II (pig) inhibition; purified calpain II, fluorogenic peptide substrate, 30 min; inhibition, % at 16 µM; 220,000 compounds, 0.37% hits;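 active = inhibition above about 50%, limit read from the data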
zVAD death inh: blocks zVAD induced death of L929 cells | viability rescue, % at 10 µM | 220,000 compounds, 0.38% hits | L929 zVAD necroptosis rescue, ATP luminescence, 24 h; with zVAD 60 µM;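 active = activation, scaled between plate controls, above about 75%, limit read from the data; inactive = activation under that limit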;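 also: 0% = zVAD with DMSO and 100% = DMSO alone without zVAD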
MDM2 E3 inh: inhibitors of human Mdm2 E3 ubiquitin ligase | Q00987 | signal enhancement, % at 5 µM | cell-based MDM2 ubiquitination luciferase reporter, 2 h; 0 = plate control, 100 = twice control, blank-subtracted | 210,000 compounds, 0.11% hits;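 active = signal enhancement of 30% or more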;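 also: luminescence tracks abundance of the self-degrading MDM2-luciferase fusion protein; higher signal means inhibition of MDM2 E3 ligase activity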
Target sequence (Q00987 whole entry, looked up, the tested form may be a part): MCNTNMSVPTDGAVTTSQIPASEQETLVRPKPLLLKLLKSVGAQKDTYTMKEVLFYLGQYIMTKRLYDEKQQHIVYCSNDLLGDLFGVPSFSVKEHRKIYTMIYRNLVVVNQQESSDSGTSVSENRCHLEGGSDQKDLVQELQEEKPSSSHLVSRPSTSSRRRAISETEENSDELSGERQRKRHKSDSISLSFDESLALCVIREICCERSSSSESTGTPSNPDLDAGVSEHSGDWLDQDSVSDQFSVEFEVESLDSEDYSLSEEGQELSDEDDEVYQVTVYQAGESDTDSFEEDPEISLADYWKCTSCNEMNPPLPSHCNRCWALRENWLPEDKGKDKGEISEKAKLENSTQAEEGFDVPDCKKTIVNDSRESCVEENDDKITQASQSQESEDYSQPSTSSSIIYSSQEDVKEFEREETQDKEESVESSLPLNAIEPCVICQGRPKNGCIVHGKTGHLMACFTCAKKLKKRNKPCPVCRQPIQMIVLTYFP
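Assay system: mammalian cells stably expressing self-ubiquitinating, self-degrading MDM2 E3–luciferase fusion. Quantity: 2000 cells in each well. Medium: DMEM culture medium. Compound dosing: single-point 5 µM. Timing: cell settling 4 h, compound treatment 2 h, both 37 °C. Technique: luciferase luminescence. Read-out basis: percent signal gain over controls, blank-subtracted. Benchmarks: plate controls and plate blanks.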
Cl transport mod: modulators of human KCC2 chloride dependent transport. Q9H2X9. KCC2 cells, thallium flux FluoZin-2 fluorescence. B-score of Tl+ flux slope (higher = more flux/activation; lower = inhibition) at 10 µM. 190,000 compounds, 2.2% hits;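 active = thallium flux slope and its plate-corrected score both differing from the plate sample mean at a set confidence after two filtering rounds, in either direction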;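 also: slope of fluorescence scaled to starting intensity during 10 to 20 s after thallium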
PERK inh: human PERK inhibition, primary cell-based screen; 220,000 compounds, 0.17% hits; Q9NZJ5; AID 1416; inhibition, % at 5.6 µM; CHO PERK-DD fusion, SEAP luminescence translation reporter;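 active = inhibition above the mean inhibition of all tested compounds plus 3 SD, set separately per screening campaign, cut at about 2.9% in these data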;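 also: PERK kinase domain activated by AP20187 dimerizer at 100 nM; 0% = DMSO with dimerizer and 100% = rapamycin at 8.4 µM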
EBV gp42 inh: blocks Epstein-Barr virus glycoprotein 42 binding; Q1HVG2; Fluorescence polarization binding assay, mP read-out; inhibition, % (tested at 21.74 µM); 220,000 compounds, 0.42% hits; AID 1085; in the data active = inhibition above about 50%
TNF necrop inh: blocks TNF-alpha induced death of Jurkat FADD-/- cells; Jurkat FADD-/- TNF necroptosis rescue, ATP luminescence, 24 h; 0 = TNF only, 100 = no-TNF cells; activation (protection from cell death), % at 10 µM; 220,000 compounds, 0.068% hits;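 active = activation, meaning protection from cell death, of at least 50% relative to plate controls; inactive = activation below 50%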;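 also: necroptosis triggered by 40 ng/mL TNF-alpha added together with compound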
Rad51 HR inh: Rad51 (human) homologous recombination inhibition; AID 1385; hRad51 DNA strand exchange, fluorescence dequenching; inhibition, % at 10 µM; Q06609; 200,000 compounds, 0.085% hits;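 active = inhibition above 40% at the single screening dose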;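 also: 0% = DMSO control wells and 100% = blanks with heterologous ssDNA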
Target sequence (Q06609 whole entry, looked up): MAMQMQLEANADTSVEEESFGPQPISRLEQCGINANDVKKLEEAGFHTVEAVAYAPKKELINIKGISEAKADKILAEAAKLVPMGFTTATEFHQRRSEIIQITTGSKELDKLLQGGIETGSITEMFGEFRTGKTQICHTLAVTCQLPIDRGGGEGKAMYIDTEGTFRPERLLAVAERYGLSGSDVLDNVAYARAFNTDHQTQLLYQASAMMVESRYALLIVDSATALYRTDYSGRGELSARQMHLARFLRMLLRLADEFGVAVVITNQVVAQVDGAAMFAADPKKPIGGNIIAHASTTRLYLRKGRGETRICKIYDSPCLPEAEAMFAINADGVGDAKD
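System: human Rad51 nucleoprotein filaments preassembled on unlabelled ssDNA. Reagent: labelled 47-mer dsDNA for strand exchange. Schedule: 30-min compound preincubation and 15-min exchange, both room temperature. Measured by: FRET fluorescence dequenching, excitation 485 nm, emission 520 nm. Read-out: Fluorescence-based percent inhibition, control- and blank-normalised. Benchmarks: plate controls and plate blanks.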
eIF4E 4G PPI: blocks eIF4E binding to eIF4G; TR-FRET eIF4E-eIF4GI(517-606) binding, 2 h; inhibition, % at 21.7 µM; 220,000 compounds, 0.37% hits; AID 782;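 active = inhibition above about 30%, limit read from the data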;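 also: 0% = full FRET control wells and 100% = background wells lacking eIF4GI fragment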
* marks the source's active call; other numbers are inactive results; · = not tested or not shown; [ ] = another dose, or the depositor's remark.

SMILES	Calpain2 inh	zVAD death inh	MDM2 E3 inh	Cl transport mod	PERK inh	EBV gp42 inh	TNF necrop inh	Rad51 HR inh	eIF4E 4G PPI
CCNS(=O)(=O)c1ccc(NC(=O)c2ccccc2SCCOC)cc1	-19	-0.1	-4	0.98	0.4	7	1.2	21	-2
NS(=O)(=O)c1cccc(NC(=O)c2cccnc2Oc2ccccc2)c1	-1	-0.2	-8	2	-0.4	3	0.7	-2	-1
Cc1onc(-c2ccccc2)c1C(=O)Nc1cccc(C#N)c1	-28	1.1	-2	-0.039	1.1	-13	3.0	3	3
COc1ccc(-c2c(C(F)(F)F)nn(C)c2NC(=O)CSCC(=O)O)cc1	5	0.6	-8	0.95	0.7	-7	0.6	·	-10
O=C(Nc1cccc(C(F)(F)F)c1)C1C2CC3OC(=O)C1C3C2 (configuration not stated)	-19	-0.2	3	·	1.0	-15	0.2	0	-2
O=C(NC1CCCC1)C(c1ccc(Cl)cc1)N(Cc1ccc(F)cc1)C(=O)CCl (configuration not stated)	25	20	-19	-0.019	-0.9	-1	-13	-5	-3
CCCN(CC1CC1)c1nc(N)c(C#N)c(CC#N)c1C#N	-9	-0.6	-22	-0.43	-1.2	15	0.1	·	9[fluorescence artefact?]
COc1cc(/C=C(\C#N)C(=O)Nc2cc(C(F)(F)F)ccc2Cl)ccc1OCC(=O)Nc1cccc(C(F)(F)F)c1	-233	0.1	-14	0.76	-0.1	-120	-0.7	3	-28
O=C(NN=C1CCCC1)c1[nH]c2ccc(Br)cc2c1-c1ccccc1	5	1.9	-28	-0.61	0.6	-9	1.9	26	8
COc1cc(/C=N/Nc2ccccn2)cc(OC)c1O	-2	12	-10	-0.26	0.3	1	33	-9	-5
CS(=O)(=O)N(Cc1ccc(Cl)cc1)c1ccc(C(=O)N2CCN(c3ccccc3)CC2)cc1	-48	0.7	-12	-0.36	-0.5	-56	-1.8	2	-8[fluorescence artefact?]
O=C1NC(=Nc2cccnc2)S/C1=C/c1ccc(F)cc1	2	3.5	-1	0.41	0.4	-6	-9.2	-18	-2
COc1ccc(OCC(=O)NCCCN2CCOCC2)cc1	0	-0.4	·	0.3	0.7	-16	-0.7	-4	-4
O=C(Cc1ccc([N+](=O)[O-])cc1)N1N=C(c2ccncc2)CC1(O)C(F)(F)F (configuration not stated)	-16	0.8	-34	0.68	1.2	-3	-0.4	-14	0
c1ccc(-n2ncc3c(N4CCC5(CC4)OCCO5)ncnc32)cc1	-14	0.1	-4	0.31	0.6	-1	0.8	·	1
CS(=O)(=O)N1CC(C(=O)NC2CC2)Oc2ccc(Cl)cc21 (configuration not stated)	-2	-0.2	-4	·	1.7	-18	-2.8	-4	-2
COc1ccc(-c2cc(-c3ccccc3)nc(N3CCCC3)n2)cc1OC	-102	0.6	-14	-0.68	-0.6	0	-0.7	·	-2
CCO/N=C(/C)c1c(O)cc(C(C)(C)C)n(-c2ccccc2)c1=O	0	0.8	-7	1.1	0.2	-8	1.8	·	-2
COc1ccccc1C(CNC(=S)NCc1ccccc1)N1CCCC1 (configuration not stated)	-11	0.1	-3	0.29	-0.5	-12	0.6	10	-4
COCCNC(=O)Nc1ccc2nc(-c3cccs3)c(-c3cccs3)nc2c1	-371	1.0	-8	-0.79	-2.4	-11	-6.2	1	·
O=C(NCCc1ccccc1)C1CCCN1C(=O)NCc1ccccc1 (configuration not stated)	-9	1.1	1	·	-0.4	-11	0.8	5	-3
COC(=O)C1C(=O)C=C(N2CCOCC2)CC1(C)C (configuration not stated)	26	2.7	-5	0.79	0.1	-6	1.3	4	1
CCN(CC)S(=O)(=O)c1ccc2c(c1)nc(CCC(=O)Nc1ccccc1Cc1ccccc1)n2CC	-2	0.5	-1	-1.3	-0.3	-15	-0.7	1	-3
O=C(NCc1ccccc1)C1=C[C@H](c2ccc3c(c2)OCO3)C[C@H](OCCCCO)O1	4	-0.2	·	0.26	2.3	-8	1.5	11	1
COCCCNC(=S)N/N=C/c1ccc(OC)c(Br)c1	-1	0.9	-5	-0.55	1.1	-4	7.6	18	-6
O=C(NC(=S)Nn1cnc2c(cnn2-c2ccccc2)c1=O)c1ccccc1	-11	2.6	-5	-1.4	1.0	0	2.8	2	3
O=C(NNc1cccc(Cl)c1)c1cccnc1Cl	-4	-0.4	7	0.65	-0.6	-19	-0.2	-1	13
O=c1o[nH]c(-c2ccccc2)c1C=Nc1ccc(Cl)cc1	-18	0.9	-7	-0.57	-0.2	3	-5.3	2	-2
Cc1ccc2nc(N/C(N)=N/S(=O)(=O)c3ccc([N+](=O)[O-])cc3)nc(C)c2c1	-65	1.5	3	0.018	-0.1	-21	1.0	3	24
O=c1c2cc3c(nc2[nH]c(=S)n1-c1ccccc1)CCCC3	-13	0.4	2	5.9	0.4	-10	1.5	·	-1
CC1=C(C(=O)Nc2cccc([N+](=O)[O-])c2)C2(CCC(C)CC2)OC1=O (configuration not stated)	-28	0.9	20	0.85	0.4	2	2.5	6	0
CN(CCOC(=O)/C=C/c1ccco1)Cc1ccccc1	-28	4.8	-12	2	0.3	-2	1.6	-1	14
c1cnc(Nc2nc(-c3ccc4ccccc4c3)cs2)nc1	9	2.0	-10	·	-0.9	-24	-0.7	-3	·
S=C1NCCc2ccc(Cl)cc2C1c1ccccc1Cl (configuration not stated)	-15	-0.4	·	0.42	0.2	-14	-1.5	1	-1
COc1ccccc1NC(=O)Cc1noc(CSc2nnc(N)s2)n1	-46	-0.2	-10	·	-0.6	-4	1.3	0	1
COc1ccc(/C=C/C(=O)c2ccccc2)c(OC)c1	6	-0.9	-33	-1	-0.3	-10	0.8	2	2
Cc1cc(=O)[nH]c(SC(C(=O)O)c2ccccc2)n1 (configuration not stated)	8	0.5	13	0.012	1.7	-22	1.6	-5	-3[fluorescence artefact?]
O=C(CSc1nc2ccccc2s1)NC1CCS(=O)(=O)C1 (configuration not stated)	-56	-0.9	-8	-0.068	1.4	3	-0.4	5	4
Cc1ccc(CS(=O)(=O)CCC(=O)N2CCOCC2)cc1	-12	0.1	-6	0.2	-0.2	-9	-3.7	·	-16
c1ccc(-n2ncc3cccnc32)cc1	-46	-0.8	0	0.71	-0.7	-13	-0.3	16	-2
Cc1c(C(=O)Nc2ccc(F)c(F)c2)oc2ccc(S(=O)(=O)N3CCCCC3)cc12	-16	0.4	-18	-1.3	-0.3	-5	-3.9	0	-25
OC(CCCCN1CCCCC1)c1ccccc1 (configuration not stated)	-36	0.0	-4	0.69	0.1	-10	-2.3	2	-3
CCOc1ccccc1OCCOCCN1CCN(Cc2ccccc2)CC1	-14	1.7	-6	-0.91	-0.2	-4	1.6	·	3
Cc1sc2nc(CN3CCN(c4ccc(O)cc4)CC3)[nH]c(=O)c2c1C	-10	0.6	·	0.045	0.9	-8	0.9	-8	-7
Cc1ccc(C(=O)C2COC(=O)C2)cc1 (configuration not stated)	-6	0.8	3	-0.037	1.9	-15	-2.3	4	4
CCCc1nnc(SCC(=O)O)n1/N=C/c1ccc2c(c1)OCO2	29	-0.2	-3	-0.18	0.9	-10	0.9	·	-2
COc1cc(C(=O)NCc2ccc3c(c2)OCO3)ccc1OCc1c(C)noc1C	-6	1.0	-6	0.96	-0.4	-90	0.3	3	1
CC1CCC(N2CC(=O)N(Cc3ccc4c(c3)OCO4)C(c3ccc(F)cc3)C2=O)CC1 (configuration not stated)	33	1.0	2	0.92	-2.8	1	0.6	2	·
Clc1nc(CN2CCOCC2)nc2sc3c(c12)CCC3	-7	0.6	-10	0.19	1.2	15	-0.8	1	-1
O=C(Nc1ccc(Cl)cc1)OCCn1nnnc1C(c1ccccc1Cl)N1CCOCC1 (configuration not stated)	-11	-0.3	-4	0.076	0.0	-4	1.2	-4	10
Next records.
SMILES	Calpain2 inh	zVAD death inh	MDM2 E3 inh	Cl transport mod	PERK inh	EBV gp42 inh	TNF necrop inh	Rad51 HR inh	eIF4E 4G PPI
CCOC(=O)C1CCCN(c2c(C(=O)c3ccccc3)cnc3ccccc23)C1 (configuration not stated)	8	3.1	-26	-2.4	-0.6	9	0.7	4	-2
CCOC(=O)C1=C(c2ccccc2)NC(N)=NC1c1ccc(OCc2ccc(C(=O)OC)cc2)cc1 (configuration not stated)	-19	3.4	-10	-0.3	1.0	1	-13	2	28
Cn1c(N)c(C(=O)/C=C/c2ccccc2)c(=O)[nH]c1=O	-23	0.5	-69	1.6	-0.3	-4	-0.8	9	-6
Cc1ccc(S(=O)(=O)N2CCCC(C(=O)N(Cc3cccs3)C3CC3)C2)cc1 (configuration not stated)	-8	0.5	-21	-0.86	-0.7	0	-3.0	3	9
CC(C)(C)c1ccc(-c2n[nH]c(=S)n2C2CCCC2)cc1	24	-0.1	-4	·	-1.2	-6	-1.4	4	0
CCOC(=O)NC(NC(=S)Nc1ccc(OC)cc1)C(Cl)(Cl)Cl (configuration not stated)	-8	1.0	-6	0.7	-0.1	4	0.8	·	-4
